KCNH2 WT inh – KCNH2 (human, wildtype) channel inhibition | activity change, % at 1.84 µM | U2OS, BacMam KCNH2, thallium flux FluxOr; active compounds read low | 340,000 tested, 0.37% active | Q12809;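 active = maximum activity change below -70%; inconclusive = maximum activity change between -70% and -50%; inactive = maximum activity change above -50%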
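U2OS cells transduced with wild-type KCNH2 virus are loaded with FluxOr dye for 45 min, and thallium flux is measured in kinetic reads before and after stimulation buffer. Rate constants are normalized to DMSO controls.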
KCNH2 3.1 block – blocks the human KCNH2 3.1 channel isoform; AID 720553; U2OS KCNH2 3.1, thallium flux FluxOr; active compounds read low; activity change, % (tested at about 1.8 µM); 340,000 tested, 0.95% active;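 active = maximum activity change below -70%; inconclusive = maximum activity change from -70% to -50%; inactive = maximum activity change above -50%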;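 note: thallium influx rate constant from kinetic fluorescence after stimulation buffer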
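Channel expression came from 3.1 mutant virus (1.77 x 10^8 /mL) applied to suspended U2OS cells for 4 h. Flux was tracked with FluxOr dye plus Red40 quencher, and kinetic rate constants normalized to controls.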
Giardia killer – kills Giardia lamblia; AID 540267; activity change, % at 7.66 µM, hits read low; 340,000 tested, 0.15% active; Giardia lamblia trophozoite viability; in the data active = activity change below about -80%; inconclusive = between about -30% and that limit;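 note: parasites exposed to compound for two days anaerobically before the ATP read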
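ATP-content bioluminescence gauges trophozoite survival. Cells (100/well) receive compound and incubate anaerobically for 48 hrs at 37 deg C; detection reagent follows for 15-30 min at room temperature.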
uPA surface inh – inhibitors of cell surface uPA generation; AID 540303; Potency, µM (top dose mostly 38.3 µM), for the others: at the top dose activity change, negative = inhibition, actives largely listed as inhibitors; cell surface uPA generation assay, qHTS; 330,000 tested, 0.31% active; active = well fitted inhibition curve with a large enough effect; inconclusive = small, poorly fitted or top-dose-only effect; inactive = no such curve, though single readings can be large or run the other way; tested in mouse RAW 264.7 cells; note: potency is the fitted concentration of half-maximal effect; nearly all actives have a fitted effect of over 55% in size
Numbers without * were called inactive; ? = inconclusive. % is set by controls: 0 for no effect and ±100 for the full control effect. Only part of the results is shown, so the mix of outcomes need not match the whole.

Molecule,KCNH2 WT inh,KCNH2 3.1 block,Giardia killer,uPA surface inh
CC(C)C[C@@H](CN)NC(=O)c1nc[nH]c1C(=O)N[C@@H](CC(C)C)C(=O)CNC[C@H](C)NC(=O)c1nc[nH]c1C(=O)N[C@@H](CC(=O)O)C(=O)O,-1,8,9,5%
Cc1c(C(=O)OC(C)C)sc(NC(=O)c2cnccn2)c1C(=O)OC(C)C,0,3,-11,5%
CC(C)C[C@H]1CN([C@@H](CC(C)C)CN2CCCC2CN2C(=S)NC[C@@H]2Cc2ccc(O)cc2)C(=S)N1CCc1ccccc1 (some centres undefined),-17,-9,1,?
Cc1ccccc1Cn1c(=O)c2c(nc3n2CCN3Cc2ccco2)n(C)c1=O,-10,-9,17,2%
CC(=O)C1CCC2C(CCC3=CC(=O)CCC32)C1 (centres undefined),8,2,1,-4%
CSCCC(NC=O)C(=O)NC(C)C(=O)O (centres undefined),-6,2,0,18%
COc1ccc(C(=O)Nc2c(N)nc[nH]c2=O)cc1,-5,-1,6,2%
COC(=O)c1ccccc1NC(=O)Cn1cnc2c(cnn2-c2ccc(C)c(C)c2)c1=O,-1,2,6,4%
O=C(c1ccc(S(=O)(=O)N2CCCCCC2)cc1)N1CCN(c2ccccc2F)CC1,9,16,15,-1%
COc1ccccc1NS(=O)(=O)c1cccc(C(=O)N/N=C(/C)c2ccc(-n3ccnc3)cc2)c1,32,-21,-10,-8%
O=c1[nH]c(=S)[nH]cc1Oc1ccc(Cl)cc1,8,10,-14,0%

An excerpt of these results, with values under each structure:
Results follow in this order: KCNH2 WT inh	KCNH2 3.1 block	Giardia killer	uPA surface inh
CC(=O)C1CCC2C(CCC3=CC(=O)CCC32)C1 (centres undefined)
 : 8	2	1	-4%
O=C(c1ccc(S(=O)(=O)N2CCCCCC2)cc1)N1CCN(c2ccccc2F)CC1
 : 9	16	15	-1%
CC(C)C[C@@H](CN)NC(=O)c1nc[nH]c1C(=O)N[C@@H](CC(C)C)C(=O)CNC[C@H](C)NC(=O)c1nc[nH]c1C(=O)N[C@@H](CC(=O)O)C(=O)O
 : -1	8	9	5%
Cc1ccccc1Cn1c(=O)c2c(nc3n2CCN3Cc2ccco2)n(C)c1=O
 : -10	-9	17	2%

Three entries already listed, sorted by formula weight, ascending:
Molecule,KCNH2 WT inh,KCNH2 3.1 block,Giardia killer,uPA surface inh
CSCCC(NC=O)C(=O)NC(C)C(=O)O (centres undefined),-6,2,0,18%
Cc1ccccc1Cn1c(=O)c2c(nc3n2CCN3Cc2ccco2)n(C)c1=O,-10,-9,17,2%
CC(C)C[C@@H](CN)NC(=O)c1nc[nH]c1C(=O)N[C@@H](CC(C)C)C(=O)CNC[C@H](C)NC(=O)c1nc[nH]c1C(=O)N[C@@H](CC(=O)O)C(=O)O,-1,8,9,5%

Source: PubChem BioAssay
